# PfGluPho inh = PfG6PD (Plasmodium falciparum) enzyme inhibition; PfGluPho enzyme, NADPH resazurin-diaphorase fluorescence; inhibition, % at 20 µM; hit rate 0.78% among 350,000;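 active means inhibition reaching at least a set limit at 20 µM in the primary screen, cut at about 59% in these data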;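 further: 0% = DMSO wells with substrate and 100% = DMSO wells lacking glucose-6-phosphate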
# SENP7 inh = SENP7 protease inhibition; Q9BQF6; recombinant SENP7, Z-RLRGG-aminoluciferin luminescence, 40 min; inhibition, % at 5 µM; hit rate 1.5% among 330,000; AID 434973;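 active means inhibition above about 50% at the single test dose, limit read from the data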;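 further: plate controls were DMSO with enzyme for no effect and no enzyme buffer wells for full effect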
# SENP1 inh = blocks the human SENP1 SUMO protease catalytic domain; recombinant SENP1 catalytic domain, CyPet-SUMO1-YPet FRET cleavage; Q9P0U3; AID 624204; inhibition, % at 10 µM; hit rate 0.21% among 360,000;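 active means inhibition at least 30% at 10 µM, raw YFP signal under a set limit, fluorescence ratio 0.5 to 1.5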;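 further: 0% = enzyme with DMSO and 100% = no enzyme wells; some results filed as inactive read as strong as hits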
# Target sequence (Q9P0U3 419-644 limits assumed): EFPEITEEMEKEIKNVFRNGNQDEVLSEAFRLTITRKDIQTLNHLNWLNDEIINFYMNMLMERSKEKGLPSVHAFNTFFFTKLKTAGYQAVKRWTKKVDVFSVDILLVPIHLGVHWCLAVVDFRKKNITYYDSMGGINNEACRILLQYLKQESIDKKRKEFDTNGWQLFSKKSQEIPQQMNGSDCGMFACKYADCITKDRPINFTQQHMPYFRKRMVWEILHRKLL
#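 Test system: recombinant human SENP1 catalytic domain, His6-tagged / Medium: pH 8 Tris buffer with EDTA, NaCl, BME, BSA, NP40, catalase / Also added: SUMO1 FRET substrate flanked by Cypet and Ypet, 25 nM / Times: 50 min reaction at room temperature / Signal: FRET, CFP and YFP emission / Control set: no-enzyme low control and enzyme-plus-DMSO high control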
# SENP6 block = blocks the human protease SENP6; Q9GZR1; Recombinant SENP6 catalytic domain, aminoluciferin luminescence; inhibition, % at 10 µM; hit rate 1.8% among 330,000;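 active means inhibition above about 50% at the single tested dose, limit read from the data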;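 further: plate controls were DMSO wells with enzyme for no effect and DMSO wells lacking enzyme for full effect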
# Target sequence (Q9GZR1 628-1112 limits assumed): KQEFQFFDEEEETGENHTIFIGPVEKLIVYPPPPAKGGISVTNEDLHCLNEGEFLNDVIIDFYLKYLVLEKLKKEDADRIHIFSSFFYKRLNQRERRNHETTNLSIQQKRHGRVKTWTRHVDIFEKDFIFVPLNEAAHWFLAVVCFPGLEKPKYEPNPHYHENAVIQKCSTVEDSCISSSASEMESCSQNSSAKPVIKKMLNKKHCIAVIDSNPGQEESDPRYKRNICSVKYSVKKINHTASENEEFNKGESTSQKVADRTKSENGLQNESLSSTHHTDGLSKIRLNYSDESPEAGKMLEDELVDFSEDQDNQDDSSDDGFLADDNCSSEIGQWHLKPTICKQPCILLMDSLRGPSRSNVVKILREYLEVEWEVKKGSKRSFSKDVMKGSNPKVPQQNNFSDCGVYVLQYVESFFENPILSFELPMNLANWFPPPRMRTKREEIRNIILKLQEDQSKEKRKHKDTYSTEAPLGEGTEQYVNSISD
# SENP8 block-1 = inhibitors of human SENP8 protease; Q96LD8; recombinant SENP8, Nedd8 substrate fluorescence; inhibition, % at 20 µM; hit rate 0.64% among 360,000; AID 602440; in the data active means inhibition mostly above about 40%, no sharp cut-off; inactive means mostly below about 27%
# Target sequence (Q96LD8 whole entry, looked up): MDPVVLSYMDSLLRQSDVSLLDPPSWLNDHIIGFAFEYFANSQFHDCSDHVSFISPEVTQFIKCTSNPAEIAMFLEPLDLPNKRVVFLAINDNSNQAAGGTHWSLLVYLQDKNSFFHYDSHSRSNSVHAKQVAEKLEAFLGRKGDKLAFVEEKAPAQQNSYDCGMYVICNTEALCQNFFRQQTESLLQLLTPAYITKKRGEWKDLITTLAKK
# SENP8 block-2 = inhibitors of human SENP8 protease; Q96LD8; purified SENP8, Z-RLRGG-aminoluciferin cleavage, luminescence; inhibition, % at 10 µM; hit rate 1.2% among 330,000; AID 2540; in the data active means inhibition above about 50%
# Apaf-1 inh = inhibitors of human Apaf-1 apoptosome. reconstituted apoptosome caspase-3 activity, DEVD-Rh110 fluorescence. inhibition, % at 20 µM. hit rate 0.71% among 330,000. AID 489030; active means inhibition of at least 40% at 20 µM;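 further: plate controls were DMSO wells for no effect and DEVD-CHO caspase inhibitor wells for full effect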
#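 Medium: Hepes buffer, pH 7.5 / System: biochemical Apaf-1 apoptosome reconstitution / Measured by: Rh110 fluorescence, excitation 480 nm, emission 540 nm / Times: compound with Apaf-1, dATP, procaspase-3 30 min, then 50 min reaction, room temperature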
# HKDC1 inh = inhibitors of human hexokinase HKDC1; Q2TB90; recombinant HKDC1, G6PDH/diaphorase resazurin coupled fluorescence; inhibition, % at 20 µM; hit rate 0.16% among 340,000;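 active means inhibition above about 35% when tested at 20 µM, limit read from the data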;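 further: plate controls were DMSO wells with enzyme for no effect and DMSO wells lacking enzyme for full effect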
#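 test system = in-house recombinant HK5 (HKDC1) enzyme | amount = HKDC1 at 5 µg/mL | control set = DMSO-enzyme wells negative, buffer-substituted wells positive | compound = one dose of 20 µM, 1% DMSO | schedule = reaction time 90 min, room temperature, protected from light | technique = resorufin fluorescence at 613 nm | reagent = glucose with 1 mM ATP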
# * = called active by the depositor; i = inactive; . = not tested or not shown. Compounds were not picked by outcome; 3.6% or so of the library scored in one or more.
smiles	HKDC1 inh	PfGluPho inh	SENP7 inh	SENP6 block	SENP1 inh	SENP8 block-1	SENP8 block-2	Apaf-1 inh
COc1ccc(-n2nc3c(c2NC(=O)C2CC(=O)N(c4ccccc4)C2)CS(=O)(=O)C3)cc1 (stereo unspecified)	6	-6	4	-1	1	3	-3	-13
Cc1ccc(C(=O)N/C(=C\c2cccs2)C(=O)NCc2cccnc2)cc1	-8	-13	2	2	3	12	-2	-4
COc1ccc(NC(=O)n2ncc3cc(Cl)ccc32)cc1OC	8	42	26	60*	1	30	46	8
COc1cc(C(=O)NC2CC3CCCC(C2)N3CC(=O)Nc2ccccc2)cc(OC)c1OC (stereo unspecified)	1	-6	-8	-8	2	25	-8	4
O=C(c1cc2nc(-c3ccco3)cc(C(F)(F)F)n2n1)N1CCN(c2ccc(F)cc2)CC1	17	22	-7	-25	-42	-117	-10	29
COc1ccc(CCNC(=O)Nc2cc(F)c(F)cc2Cl)cc1OC	-2	23	0	5	-1	25	0	-7
COCCn1c(SCC(=O)N2CC(=O)Nc3ccccc32)nc2ccccc2c1=O	-12	-6	-1	-13	-30	-14	4	0
COc1ccc(CCNC(=O)C(=O)NCC2OCCN2S(=O)(=O)c2ccc(Cl)cc2)cc1OC (stereo unspecified)	-8	6	6	-16	2	0	5	-1
CC1CCCCN1C(=O)CN(C)S(=O)(=O)c1cccc2nsnc12 (stereo unspecified)	-6	-1	0	4	2	13	-2	-15
NC(=O)C1(N2CCCCC2)CCN(C2CC(=O)N(Cc3ccc(N4CCCC4=O)cc3)C2=O)CC1 (stereo unspecified)	-5	4	-1	0	-2	9	2	-4
N#Cc1nc(-c2cccs2)oc1NCc1ccc(Cl)cc1	2	14	-15	-20	2	i	-12	17
O=C(NCCCCc1ccccc1)c1ccccc1Br	-3	-2	4	-17	0	-10	3	-8
O=C(NCC1COc2ccccc2O1)C1CCN(S(=O)(=O)c2cccc3nsnc23)CC1 (stereo unspecified)	-3	-9	0	-24	2	6	0	13
CCCCC(NC(=O)c1ccccc1)C(=O)OCC(=O)N1c2ccccc2Sc2ccccc21 (stereo unspecified)	3	4	-9	-4	1	18	2	-11
COCCN1C(=O)c2cc(C(=O)Nc3ccc(OC)c(OC)c3)ccc2C1Nc1ccc(OC)c(OC)c1 (stereo unspecified)	4	10	0	14	0	3	0	-10
c1ccc(N2CCN(c3c4c(nc5ncnn35)CCC4)CC2)cc1	-6	-8	-4	-19	2	16	-6	-18
Nc1c(C(=O)NCc2ccco2)sc2nc(N3CCOCC3)c3c(c12)CCCC3	9	66*	1	-3	-29	i	4	12
Oc1ccc(Br)cc1-c1ccn[nH]1	-2	-10	-7	5	-3	15	-14	1
COc1ccc2c(C)cc(SCC(=O)N(C)C3CCS(=O)(=O)C3)nc2c1 (stereo unspecified)	-2	-3	-5	0	-85	-36	-5	-11
CCOC(=O)CSc1nnc(NC(=O)NC(C)C)s1	-2	0	-9	-14	2	1	-10	-4
O=C(N/N=C/c1ccc2c(c1)OCO2)C(=O)Nc1ccccc1Cl	-2	-13	-6	0	1	-96	23	-15
CC(=O)Nc1cccc(NC(=O)CSc2nc3c(c(=O)n(C)c(=O)n3C)n2C)c1	-2	7	-8	-13	0	10	-10	3
CCc1ccc(Nc2nc(N)nc(CSc3nc4ccccc4s3)n2)cc1	13	5	4	-12	1	20	-9	29
Cc1ccc(C)c(NC(=S)Nc2ncccc2C)c1	6	15	-25	-9	0	1	-13	28
Cc1ccccc1OCCC(=O)OCC(=O)c1c(N)n(CC(C)C)c(=O)n(C)c1=O	-3	14	-5	11	-2	7	1	6

# Next part; the last two above are carried over.
smiles	HKDC1 inh	PfGluPho inh	SENP7 inh	SENP6 block	SENP1 inh	SENP8 block-1	SENP8 block-2	Apaf-1 inh
Cc1ccc(C)c(NC(=S)Nc2ncccc2C)c1	6	15	-25	-9	0	1	-13	28
Cc1ccccc1OCCC(=O)OCC(=O)c1c(N)n(CC(C)C)c(=O)n(C)c1=O	-3	14	-5	11	-2	7	1	6
CCOC(=O)c1cnc2c(c(C)nn2CC)c1Cl	1	3	-8	-9	0	-103	-2	1
COC(=O)c1onc(-c2ccccc2)c1C(=O)OC	-11	-19	-1	-22	-1	13	-15	-1
COc1ccc(-c2nnn(Cc3nc(N)nc(N4CCCCC4)n3)n2)cc1	1	7	1	2	2	20	0	10
CCn1c(SC)nnc1C1CCN(CC(=O)Nc2ccccc2N2CCOCC2)CC1	2	-8	-5	9	2	13	-3	1
O=C(C[C@H]1C/C=C\CCCCC(=O)OC[C@H]2CCCN2C1=O)N[C@H](CO)Cc1ccccc1	-6	14	10	0	1	12	-3	-3
CCOC(=O)N1CCN(S(=O)(=O)c2ccc(OCC(=O)OC)cc2)CC1	-6	-8	-7	-7	1	10	-2	-20
CC(NC(=O)CSc1n[nH]c(=O)[nH]c1=O)C1CC2CCC1C2 (stereo unspecified)	-6	-16	1	-10	0	17	2	-19
O=C(O)C1CC2C3CC(C(=O)O)C(C3)C2C1 (stereo unspecified)	-3	7	.	.	5	4	.	.
CCN1CCN(S(=O)(=O)c2ccc(Cl)c(C(=O)NC3CC3)c2)CC1	-5	-1	0	-2	-4	2	3	-4
Cc1ccc(-c2ccc3nnc(SCC(=O)NCC4CCCO4)n3n2)cc1 (stereo unspecified)	0	-7	10	3	2	-37	-4	-9
Cc1ccnc(NC(=O)CCC(=O)N(CC(=O)NCC2CCCO2)Cc2ccc(F)cc2)c1 (stereo unspecified)	-4	3	-3	-7	1	20	-6	-10
COc1cc(/C=C/C(=O)OCC(=O)NC2CCCCCCC2)ccc1O	4	13	0	-2	-54	-417	8	1
Cc1cc(C(=O)NCc2cc(C(=O)O)co2)co1	4	-2	-10	-8	-5	8	-10	0
Cc1ccc(/C=C(\C#N)c2nc3ccccc3[nH]2)s1	-1	13	84*	23	-25	-22	13	-1
O=Cc1cn(CC(=O)Nc2ccc3c(c2)OCO3)c2ccccc12	-8	10	3	0	0	4	-10	-1
CCCCc1ccc(-c2csc(/C(C#N)=C/c3ccc(C)o3)n2)cc1	-1	-16	-1	3	-22	-6	-1	11
Cc1ccc(CNC(=O)Cc2csc(Nc3nc(=S)[nH]c4ccccc34)n2)cc1	.	.	-4	-26	.	.	-5	-6
CC1(C)Cc2c(cnn2-c2ccc(F)cc2)C(NC(=O)CN2CCCCC2=O)C1 (stereo unspecified)	-5	-16	4	-5	3	1	-3	8
CCOc1cc(/C=N/NC(=O)CSc2nncn2C)ccc1OCC(N)=O	-4	1	-9	-6	3	11	-2	-9
COc1ccccc1C(=O)NCCC(=O)N(C)CC(=O)Nc1ccc(N2CCOCC2)cc1	6	9	0	-3	3	10	1	2
CCC(=O)C1CCCN(C(=O)c2ccc(OC)c(OC3CCN(C(C)=O)CC3)c2)C1 (stereo unspecified)	0	8	-1	-11	1	0	-7	5
CCn1c(C)cc(C(=O)CN2C(=O)c3ccccc3S2(=O)=O)c1C	-7	17	-3	-12	2	11	-4	4
CCNc1ncnc2c1cnn2C1CCCO1 (stereo unspecified)	-3	1	.	.	3	9	.	.
Clc1ccc(CSC2=NCCCN2)cc1Cl	-9	-11	-5	-25	0	27	-9	-6
CC(C)CC[n+]1ccn(-c2nc3ccccc3nc2[N-]S(=O)(=O)c2ccccc2)c1	-11	25	-4	8	-126	-274	-1	-3
O=C(NCCNCc1cccs1)c1ccccc1F	-2	11	-3	-8	2	10	-6	-4
CNC(=O)C1CC(=O)N(c2ccc(OCC(=O)Nc3ccc(OC)cc3)cc2)C1 (stereo unspecified)	4	-8	0	-2	2	10	1	-11
CN(C(=O)CSC1=Nc2ccccc2C2=NC(c3ccccc3)C(=O)N12)C1CCCCC1 (stereo unspecified)	2	-8	-11	-3	-6	-259	-6	10
O=C(OCC(=O)N1CCN(C(=O)c2ccco2)CC1)c1ccccc1Cc1ccccc1	-7	11	-3	-7	0	5	-3	8
NS(=O)(=O)c1ccc(CCNCc2cc(Br)ccc2OCc2ccccc2)cc1	-4	16	5	-3	1	5	-6	6
COC(=O)c1[nH]c(C)c(/C(O)=C2\C(=O)C(=O)N(CCN3CCOCC3)C2c2cccnc2)c1C (stereo unspecified)	-15	1	-1	18	0	6	4	-7
Cc1[nH]c2ccccc2c1/C=N/n1cnnc1	-6	4	-2	-12	-10	7	-10	1
CCN(Cc1ccccc1)C(=O)c1cccc(S(=O)(=O)N2CCN(c3ccccc3)CC2)c1	4	-13	2	-8	0	11	14	24
O=C(NCCCN1CCCC1=O)c1ccc(Cl)c(Cl)c1	-1	3	-7	-9	1	3	-8	-8
Cc1ccc(Cl)cc1NC(=O)c1cnn2c1NC(c1ccco1)CC2C(F)(F)F (stereo unspecified)	13	21	-7	-12	-50	11	-2	11
N/C(CC(=O)NC1CCCCC1)=N\OCC(=O)Nc1ccc(Cl)c(Cl)c1	-1	4	2	-6	1	-4	-1	-1
CCOc1ccc(N2C(=O)Nc3ccccc3C2(O)C(=O)N2CCN(c3ccccn3)CC2)cc1 (stereo unspecified)	-2	-16	2	0	0	13	7	-10
Cc1ccc(S(=O)(=O)c2c(N)n(CCCN(C)C)c3nc4ccccc4nc23)cc1	5	3	-7	-1	-88	-389	-3	12
COc1ccc(NC(=O)c2ccc3[nH]c(C)c(C)c3c2)c(OC)c1	3	62*	-4	-1	-3	2	3	8
COc1ccc(NS(=O)(=O)Cc2ccccc2)cc1OC	-1	-16	-9	-6	1	12	-13	9
COc1cc(/C=N/NS(=O)(=O)c2ccc3ccccc3c2)ccc1OCCN1CCOCC1	-5	-26	-5	-19	5	23	-13	-6
CCOC(=O)N1CCN(C(=O)C(CC(C)C)NS(=O)(=O)c2ccc3c(c2)oc(=O)n3C)CC1 (stereo unspecified)	-9	-7	-2	-25	2	10	-4	-23
CC(C)(C)C1(O)CC(C(F)(F)F)=NN1C(=O)Cc1ccc([N+](=O)[O-])cc1 (stereo unspecified)	-5	17	-7	-14	0	-6	-1	3
CNS(=O)(=O)c1cccc(C(=O)OCC(=O)Nc2ccc(Cl)cn2)c1	-5	-6	5	8	-2	-7	2	-5
CCOc1cc(/C=N/NC(=O)c2ccc(-c3csc(Nc4ccc(C)cc4)n3)cc2)ccc1OCC(=O)O	6	2	.	.	-12	-397	.	.
NNC(=O)COc1ccc(C2SCCS2)cc1	-7	-5	-1	-6	2	11	-2	16
CCCCN(CC)CCCNC(=O)C1CCN(c2ncnc3c2sc2cccc(F)c23)CC1	-3	3	3	-7	-10	-218	-2	17
COc1ccc(N(C(=O)c2ccco2)S(=O)(=O)c2cccs2)cc1	-4	-28	0	2	3	34	0	-4
O=C(CSc1ccccc1)Nc1nccs1	-8	0	0	-16	2	17	-8	-4
CC(C)=Cc1oc2ccc([N+](=O)[O-])cc2c1N1CCOCC1	-5	0	-6	-1	2	20	-11	9
c1csc(Cc2nc3ccccc3[nH]2)c1	-10	10	3	15	0	-19	7	-8
c1ccc(-c2[nH]ncc2CN2CCN(Cc3ccc4c(c3)OCO4)CC2)cc1	-3	-7	3	-12	2	4	1	-7
